IDE act = IDE (human) activation, cell-based | P14735 | HEK cells, FAbeta-B cleavage, fluorescence polarization; 0% vehicle, 100% cell-free pure enzyme wells | activation, % at 5.96 µM | hit rate 0.073% among 340,000 | AID 493087;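 active = activation above the mean of all tested compounds plus 3 SD, set per screening campaign, cut at about 17% in these data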
IMP-1 inh = blocks Pseudomonas aeruginosa IMP-1 metallo-beta-lactamase. purified IMP-1, nitrocefin hydrolysis, epi-absorbance fluorescence. inhibition, % at 5.6 µM. hit rate 0.45% among 290,000;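 active = inhibition above the mean plus 3 SD of all compounds in the same screening run, cut at about 4.5% in these data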;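 also: 0% = IMP-1 with DMSO and 100% = DMSO wells lacking enzyme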
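Assay system: purified recombinant IMP-1 beta-lactamase. Input: IMP-1 0.2 nM before substrate addition. Buffer or medium: Zinc- and detergent-supplemented HEPES buffer, pH 7.1. Schedule: 25 °C, 15 min preincubation, 25 min reaction. Signal: Epi-absorbance fluorescence, 480 nm excitation, 530 nm emission. Evaluation: percent inhibition from optical density relative to buffer-blank wells.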
UBC9 SUMO inh = inhibitors of human SUMOylation (UBC9). P63279. inhibition, % at 35 µM. HTRF SUMOylation assay, SAE1/SAE2 + UBC9, in vitro. hit rate 0.36% among 290,000. AID 2006; in the data active = inhibition above about 50%, passing the limit was not always enough; also: strong numbers were not always called active
Target sequence (P63279 whole entry, looked up): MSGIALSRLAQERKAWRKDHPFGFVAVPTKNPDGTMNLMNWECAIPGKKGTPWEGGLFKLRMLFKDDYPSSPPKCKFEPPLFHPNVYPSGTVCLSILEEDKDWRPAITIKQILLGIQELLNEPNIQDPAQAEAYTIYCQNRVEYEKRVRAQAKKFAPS
pCIP destab = lowers stability of the mouse p/CIP coactivator protein; Q05BA5; F442A p/CIP-EGFP cells, EGFP fluorescence, 16 h; decrease of EGFP signal, % at 10 µM; hit rate 0.01% among 290,000;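 active = EGFP signal decrease of at least 30% at 10 µM or well 3 SD below plate mean, unless failing retest; inactive = the rest, including hits failing retest or dose response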; also: some compounds called inactive have numbers as strong as hits; many of its hits are not listed in these tables
PHOSPHO1 inh = blocks human PHOSPHO1 phosphatase activity; Q8TCT1; hit rate 1.1% among 290,000; inhibition, % at 13.3 µM; AID 1565; recombinant PHOSPHO1, absorbance phosphatase assay; in the data active = inhibition above about 60%
Target sequence (Q8TCT1 whole entry, looked up): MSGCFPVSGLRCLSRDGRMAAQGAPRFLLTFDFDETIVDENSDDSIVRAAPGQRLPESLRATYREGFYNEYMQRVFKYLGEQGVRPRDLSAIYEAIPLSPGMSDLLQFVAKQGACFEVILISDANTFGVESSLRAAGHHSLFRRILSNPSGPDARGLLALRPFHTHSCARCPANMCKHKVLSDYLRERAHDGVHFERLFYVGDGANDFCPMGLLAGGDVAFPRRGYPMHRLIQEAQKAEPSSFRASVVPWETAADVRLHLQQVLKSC
FID counter = counter-screen for HCV NS3 helicase inhibitors: DNA intercalator displacement; DNA fluorescent intercalator displacement, fluorescence; inhibition, % at 7.9 µM; hit rate 0.17% among 290,000; AID 1845; in the data active = inhibition above about 37%;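 also: 0% = vehicle and 100% = reference compound; higher means more ethidium bromide displaced from hairpin DNA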
MEKK3 PB1 HTS = raises or lowers MEK5 binding to the human MEKK3 PB1 domain; binding response (% of control), % at 10 µM; Q99759; hit rate 1.4% among 290,000; bead-based flow cytometry, Alexa488-MEK5 binding to MEKK3; actives lie on both sides; 0 = blocked by unlabeled MEK5, 100 = vehicle; AID 1529;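 active = binding response more than 3 SD above or below the average of its plate-row segment, actives on both sides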;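 also: Alexa488 bead fluorescence after subtracting the streptavidin-only scavenger bead signal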
HCV NS3 hel inh = blocks Hepatitis C virus NS3 helicase unwinding; NS3 helicase DNA unwinding, Cy5 molecular beacon fluorescence; inhibition, % at 10.9 µM; hit rate 0.56% among 290,000; AID 1800;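 active = inhibition above the mean of all tested compounds plus 3 SD, set per campaign, cut at about 35% in these data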;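 also: 0% = DMSO wells and 100% = thioflavine S control wells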
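Material: hepatitis C virus NS3 helicase domain fragment enzyme; measured by: Cy5 fluorescence, 0 and 60 min reads; control set: DMSO and thioflavine S; incubation: 60 min unwinding reaction at 25 °C after ATP addition; read-out basis: % inhibition from 60/0 min fluorescence ratio, DMSO 0%, thioflavine S 100%; repeats: singlicate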
VIM-2 inh = inhibitors of Pseudomonas aeruginosa VIM-2 metallo-beta-lactamase; hit rate 0.89% among 290,000; purified VIM-2, nitrocefin hydrolysis, epi-absorbance fluorescence; inhibition, % at 5.6 µM;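 active = inhibition above the mean of all tested compounds plus 3 SD, cutoff set per screening run, cut at about 7.5% in these data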;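 also: red hydrolysis product quenches plate fluorescence so inhibitors raise well fluorescence; 0% = enzyme with DMSO and 100% = DMSO without enzyme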
Starred values were filed as active, the others as inactive; x = no result given.

SMILES	IDE act	IMP-1 inh	UBC9 SUMO inh	pCIP destab	PHOSPHO1 inh	FID counter	MEKK3 PB1 HTS	HCV NS3 hel inh	VIM-2 inh
CC(C)C1(CCNC(=O)c2cccs2)CCOC(C)(C)C1 (stereo not given)	-1	-2.4	16	-5	32	-17	97	0	-2.0
Cc1cccc(OCC(=O)N2CCOCC2)c1	4	-3.0	5	-8	5	4	97	-2	-4.2
CN1CCN(c2nc3ccccc3nc2C(C#N)S(=O)(=O)c2ccccc2)CC1 (stereo not given)	x	0.1	11	-11	37	5	100	19	2.0
CCOC(=O)Cc1csc(NC(=O)Nc2ccc(F)cc2)n1	2	-2.6	15	-11	24	-10	95	-20	-2.0
CCN(CC)c1ccc(-c2nn3c(-c4ccccc4OC)nnc3s2)cc1	-2	-3.5	-4	-8	34	-13	91	-37	13*
CC1(C)CC2CC(C)(CN2C(=O)c2cccs2)C1 (stereo not given)	0	-3.5	-9	-7	-38	-7	93	-5	-0.1
COc1ccc(Cn2c(O)c(C=Nc3ccccc3C(=O)O)c3ccccc3c2=O)cc1	-7	-0.9	29	-6	33	-17	80	27	0.7
Cc1cc(S(=O)(=O)N2CCC3(CC2)OCCO3)c(C)cc1Cl	3	0.8	-1	-56	-21	-45	101	-7	0.4
O=C(Cn1ccc([N+](=O)[O-])n1)NCc1cccs1	4	-3.9	-9	-8	42	-4	100	3	-2.7
CCNC(=S)NNC(=O)C(c1ccccc1)c1ccccc1	5	-2.5	-20	2	-113	1	95	-21	-8.2
Cc1cc(C)nc(/N=C(\N)Nc2ccc(S(=O)(=O)Nc3nccc(C)n3)cc2)n1	6	-1.1	9	-10	28	0	102	-14	-2.3
NNc1ncnc2sc3c(c12)CCC3	-3	-5.0	-6	6	-14	-11	102	-1	2.1
CNC(=S)N/N=C/c1cc(Br)c(OCc2ccncc2)c(OC)c1	2	-3.4	-2	-6	3	-31	106	3	-2.0
Cc1ccc(NC(=O)Cc2cn3ccsc3n2)nc1	-4	-3.3	0	4	38	-6	103	-4	-3.3
COc1ccc(NS(=O)(=O)c2cc(NC(=O)[C@@H](NC(=O)c3ccccc3)C(C)C)ccc2C)cc1	-3	-5.1	-9	-4	2	-20	105	-9	-3.1
O=C(CN1C(=O)c2ccccc2S1(=O)=O)NCCSCc1ccco1	1	-3.0	5	3	25	-2	104	12	-1.5
CC(C)(C)OC(=O)N1CCC(C(=O)N[C@@H](Cc2c[nH]c3ccccc23)C(=O)O)CC1	6	-5.0	7	-8	x	-33	105	-4	-2.5
CCOC(=O)N1CCN(C(=O)c2ccc3nc4cc(Cl)ccc4c(=O)n3c2)CC1	8	-2.1	x	x	x	-2	101	5	-3.0
Cc1ccc2c(c1)N(CC(=O)NCCc1c[nH]c3ccccc13)C(=O)CO2	-2	-2.1	9	-19	2	3	99	0	1.1
CC1CC(C)CN(C(=O)COc2ccc([N+](=O)[O-])cc2Cl)C1 (stereo not given)	3	-0.7	12	-2	-1	-7	100	9	-0.4
Cc1[nH]c(C)c(S(=O)(=O)N2CCN(c3cccc(Cl)c3)CC2)c1C(=O)N1CCCCC1	2	-2.0	16	-7	17	-48	99	-5	1.0
Cc1ccc(C(=O)C(C(=O)/C=C/c2ccccc2)=C2SCCCS2)cc1	0	-2.9	-9	-8	6	-14	81	-10	-1.8
CC(OC(=O)c1cccc(S(=O)(=O)N2CCCC2)c1)C(=O)c1ccccc1 (stereo not given)	3	-2.3	-10	1	18	-27	101	-7	1.0
COc1cccc(CNC(=O)Cc2ccc(NC(=O)C3=C(C)OCCS3)cc2)c1	-2	-1.1	5	8	-6	-36	102	6	-4.0
Cc1ccc(N2C(=O)CC(N3CCN/C3=C3\CC/C(=C\c4ccccc4)C3=O)C2=O)cc1 (stereo not given)	3	-1.0	8	14	0	2	93	-21	1.1
COc1cc(C(=O)Nc2ccccc2C(=O)NCc2cccnc2)cc(OC)c1OC	-1	-0.3	20	-9	26	-20	99	-6	0.5
CC(NC(=O)c1ccccc1)C(=O)N/N=C/c1cccc([N+](=O)[O-])c1 (stereo not given)	0	-3.6	10	-8	58	-3	120	3	-3.2
O=C(NC(=S)NCC1CCCO1)c1ccccc1F (stereo not given)	0	-3.2	10	16	51	-2	101	-1	1.2
Cc1cc(Cl)ccc1NC(=O)CCCN1C(=O)CCC1=O	6	-0.8	12	-4	17	6	102	5	-0.5
COc1cccc(CC(NC(C)=O)C(=O)NC2CCN(c3nc(C)cc(C)c3C#N)CC2)c1OC (stereo not given)	-3	-2.3	10	-16	-10	-45	102	-13	0.6
CC(SCc1ccc(C(=O)O)o1)c1ccc(C(=O)O)o1 (stereo not given)	5	1.1	5	1	24	2	104	9	0.2
COc1ccccc1N1CCN(C(=O)c2cc3cc(Br)ccc3oc2=O)CC1	-6	-4.0	-3	-11	-11	-33	109	-4	-1.3
Cc1ccc(-n2nc3c(c2NC(=O)C(C)C)CS(=O)(=O)C3)cc1	6	-2.7	7	0	30	-4	102	6	-3.3
CCOC(=O)C(CC)(CCC(=O)OC)c1csc(Nc2ccccc2O)n1 (stereo not given)	x	-4.4	-12	-6	-5	-39	96	40*	4.0
COc1ccc(Cl)cc1NC(=O)COC(=O)CCNC(C)=O	0	-3.6	2	-4	-8	5	106	-6	-1.8
CN1CCN(Cn2cc(/C=C/C(=O)c3ccccc3)c3ccccc32)CC1	-12	-3.0	4	-10	6	0	104	-16	-0.4
N#C/C(=C\c1cccs1)C(=O)NCc1cccnc1	6	-3.5	6	2	-6	0	94	-2	-4.1
CCc1ccccc1NC(=S)N1CCCCCC1	4	-3.5	5	-9	23	-3	100	-4	-2.1
CCC1=C2CC[C@H]3C(=O)N(CC)C(=O)[C@H]3[C@H]2[C@@]2(Cc3ccccc3)C(=NCc3ccccc3)OC(=O)N2C1=O	0	x	-22	10	13	x	94	x	x
Cc1cc(Cl)c(S(=O)(=O)NCC2CCCO2)cc1OCC(=O)NC1CCCCC1 (stereo not given)	-2	-3.1	28	-6	2	-32	100	-2	-2.1
Cc1nc(-c2ccccc2)sc1C(=O)O	2	-1.3	-5	-7	-21	0	99	-3	0.3
CCc1cc(S(=O)(=O)N2CCN(C(=O)c3ccco3)CC2)ccc1OC	3	-4.0	0	-4	x	-26	105	-9	-2.2
Cc1ccc(S(=O)(=O)NC(C(=O)Oc2ccc3ccc(=O)oc3c2)c2ccccc2)cc1 (stereo not given)	-3	-2.9	38	-14	0	-1	102	13	-3.9
CCN1CCN(CC(=O)N2N=C(c3cccs3)CC2c2ccc(OC)cc2)C(=O)C1=O (stereo not given)	5	-3.2	18	-9	27	-40	97	-9	-1.5
O=C(COc1cccc2ccccc12)Nc1cc(Cl)ccc1C(=O)O	-1	-1.2	14	-9	30	-8	106	6	-0.8
COc1ccc(N2C(=O)CC(N3CCN(S(=O)(=O)c4ccc(Cl)cc4)CC3)C2=O)cc1 (stereo not given)	9	-3.6	-6	-10	2	-18	108	7	-3.5
Cc1onc(C(=O)Nc2c(C)n(C)n(-c3ccccc3)c2=O)c1[N+](=O)[O-]	2	-1.3	22	-3	32	-10	87	0	-1.4
NC(=O)C1CCN(c2c([N+](=O)[O-])cc(C(F)(F)F)cc2[N+](=O)[O-])CC1	9	0.1	15	3	25	-4	84	0	0.5
COc1cccc(/C=c2\s/c(=C/C(=O)c3ccc(C)cc3)[nH]c2=O)c1OC	-5	-5.0	33	1	-26	1	99	6	-6.0
COc1ccc(OC)c(S(=O)(=O)N2CCC(C(=O)NCCc3ccccc3)CC2)c1	2	-1.6	32	-3	38	-15	106	6	-1.9
The listing continues:
SMILES	IDE act	IMP-1 inh	UBC9 SUMO inh	pCIP destab	PHOSPHO1 inh	FID counter	MEKK3 PB1 HTS	HCV NS3 hel inh	VIM-2 inh
COC(=O)c1c(-c2cccs2)csc1NC(=O)c1cccnc1	1	-2.8	25	2	-5	-12	99	-9	11*
CC1CN(S(=O)(=O)c2ccc(C(=O)Nc3nnc(-c4ccco4)o3)cc2)CC(C)O1 (stereo not given)	8	-2.1	2	2	12	-42	108	4	-0.4
Cc1cc(C)c(NC(=O)CN(C)S(=O)(=O)c2ccc3c(c2)n(C)c(=O)c(=O)n3C)c(C)c1	4	-3.2	10	1	24	-25	106	5	-2.9
Cc1ccc(Cn2c(=S)[nH]c3ccccc3c2=O)cc1	-5	-0.6	7	-7	38	-11	104	-8	-3.6
CCS(=O)(=O)c1ncc(Cl)c(C(=O)Nc2ccc(S(=O)(=O)N(C)c3ccccc3)cc2)n1	-4	-2.3	0	-21	34	-13	101	-24	-2.4
CC1=NN(c2cccc(Cl)c2)C(=O)C12CC(C)=C(C)CS2 (stereo not given)	3	-5.2	-16	11	9	-6	x	3	-3.0

By substructure: the entries above with a thiophene ring, fused or not.
SMILES	IDE act	IMP-1 inh	UBC9 SUMO inh	pCIP destab	PHOSPHO1 inh	FID counter	MEKK3 PB1 HTS	HCV NS3 hel inh	VIM-2 inh
CC(C)C1(CCNC(=O)c2cccs2)CCOC(C)(C)C1 (stereo not given)	-1	-2.4	16	-5	32	-17	97	0	-2.0
CC1(C)CC2CC(C)(CN2C(=O)c2cccs2)C1 (stereo not given)	0	-3.5	-9	-7	-38	-7	93	-5	-0.1
O=C(Cn1ccc([N+](=O)[O-])n1)NCc1cccs1	4	-3.9	-9	-8	42	-4	100	3	-2.7
NNc1ncnc2sc3c(c12)CCC3	-3	-5.0	-6	6	-14	-11	102	-1	2.1
N#C/C(=C\c1cccs1)C(=O)NCc1cccnc1	6	-3.5	6	2	-6	0	94	-2	-4.1
CCN1CCN(CC(=O)N2N=C(c3cccs3)CC2c2ccc(OC)cc2)C(=O)C1=O (stereo not given)	5	-3.2	18	-9	27	-40	97	-9	-1.5
COC(=O)c1c(-c2cccs2)csc1NC(=O)c1cccnc1	1	-2.8	25	2	-5	-12	99	-9	11*

Assay outcomes deposited in PubChem BioAssay by several laboratories.

The list is partial (hit frequency here may not be typical).
